High-throughput results from PubChem BioAssay.
Gli-Sufu antag: antagonists of Gli-Sufu signaling; 0.74% of 340,000 active; AID 588413; inhibition, % at 5 µM; Sufu-KO-LIGHT fibroblasts, Gli luciferase reporter luminescence;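 active = inhibition above about 55%, limit read from the data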;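 note: 0% = DMSO-treated cells and 100% = wells with medium but no cells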
CHOP UPR activ: activators of apoptotic arm of unfolded protein response (CHOP); CHO-CHOP luciferase reporter, UPR activation, luminescence; percent of tunicamycin response over DMSO baseline; activation, % at 10 µM; 0.34% of 330,000 active; AID 449763;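 active = at 10 µM dose, activation of 40% or more, normalized to positive control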;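 note: 100% = tunicamycin at 10 µg/mL and 0% = DMSO alone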
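System: CHO-CHOP luciferase reporter cell line | Buffer or medium: F12 medium containing 10% fetal bovine serum | Doses: One dose, 10 µM in 0.5% DMSO | Times: 6 h compound exposure at 37 °C after overnight seeding | Signal: Luciferase luminescence | Read-out: % activation vs tunicamycin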
EBI2 antag: blocks human EBI2 receptor beta-arrestin signaling. EBI2 beta-arrestin recruitment, luminescence, 7a,25-OHC stimulated. inhibition, % at 5 µM. 0.81% of 360,000 active; in the data active = inhibition above about 38%;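 note: enzyme fragment complementation signal reports receptor beta-arrestin coupling in cells; 0% = agonist plus DMSO wells and 100% = wells without agonist; some results beyond the cut were filed as inactive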
Target sequence (P32249 whole entry, looked up, the tested form may be a part): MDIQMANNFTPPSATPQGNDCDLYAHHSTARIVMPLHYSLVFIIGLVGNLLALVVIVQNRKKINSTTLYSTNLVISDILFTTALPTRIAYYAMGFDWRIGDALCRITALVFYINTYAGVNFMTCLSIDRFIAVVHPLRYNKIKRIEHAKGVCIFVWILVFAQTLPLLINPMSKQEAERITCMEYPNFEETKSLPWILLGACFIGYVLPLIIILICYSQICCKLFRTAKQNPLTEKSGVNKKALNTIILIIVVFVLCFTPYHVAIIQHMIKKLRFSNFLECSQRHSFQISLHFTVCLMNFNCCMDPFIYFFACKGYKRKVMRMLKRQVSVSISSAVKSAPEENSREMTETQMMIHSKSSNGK
UPR XBP1 act: activators of adaptive arm of unfolded protein response (XBP1); 0.33% of 330,000 active; activation, % at 20 µM; CHO-XBP1 luciferase reporter, IRE1-XBP1 UPR activation, luminescence; percent of tunicamycin response, DMSO as zero; AID 463104;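 active = versus positive control, 20 µM dose yields 30% or more activation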;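 note: 100% = tunicamycin at 10 µg/mL and 0% = DMSO only wells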
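Material: CHO cell line with stable XBP1 luciferase reporter; buffer or medium: F12 medium containing 10% fetal bovine serum; compound: single point, 20 µM final compound, 1% DMSO; incubation: 6 h treatment, 37 °C; measured by: glow luminescence from Steady-Glo reagent; evaluation: activation, % of tunicamycin; control set: tunicamycin high, DMSO low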
Mdm2 MdmX PPI: human Mdm2/MdmX binding inhibition | SaOS-2 split-luciferase Mdm2/MdmX complementation, luminescence | inhibition, % at 8 µM | 3% of 330,000 active | AID 485346;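 active = inhibition of at least 50% at 8 µM in the primary screen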
Jurkat NFkB inh: inhibitors of the PMA/ionomycin-induced NF-kB reporter in Jurkat cells; 0.53% of 330,000 active; inhibition, % at 4 µM; AID 435003; PMA/ionomycin-induced NF-kB luciferase reporter, luminescence; in the data active = inhibition above about 50%
CXCR6 inh: CXCR6 (human) receptor inhibition; 0.36% of 360,000 active; O00574; CHO-K1 PathHunter CXCR6 beta-arrestin, luminescence; inhibition, % at 20 µM; in the data active = inhibition above about 34%, passing the limit was not always enough;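 note: antagonist mode with CXCL16 agonist at 10 nM final; 0% = 10 nM CXCL16 with DMSO and 100% = unstimulated wells without agonist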
Target sequence (O00574 whole entry, looked up): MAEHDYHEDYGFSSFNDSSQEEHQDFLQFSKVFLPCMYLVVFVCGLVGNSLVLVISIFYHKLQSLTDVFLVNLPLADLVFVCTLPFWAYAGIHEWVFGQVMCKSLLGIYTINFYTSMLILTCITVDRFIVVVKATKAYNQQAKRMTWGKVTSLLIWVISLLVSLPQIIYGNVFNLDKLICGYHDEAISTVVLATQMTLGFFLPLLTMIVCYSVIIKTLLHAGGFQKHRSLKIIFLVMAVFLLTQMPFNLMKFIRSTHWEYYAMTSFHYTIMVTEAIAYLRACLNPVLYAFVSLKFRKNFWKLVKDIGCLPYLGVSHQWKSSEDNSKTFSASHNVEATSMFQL
697 NFkB inh: inhibitors of the PMA/ionomycin-induced NF-kB reporter in 697 B cells. 697 B-cell NF-kB luciferase reporter, 16 h. inhibition, % at 4 µM. 0.33% of 330,000 active; in the data active = inhibition above about 35%
CCR6 antag: CCR6 (human) receptor antagonism | inhibition, % at 20 µM | AID 493098 | P51684 | CHO-K1 CCR6 PathHunter beta-arrestin, luminescence, CCL20-stimulated | 0.49% of 340,000 active;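 active = compounds whose inhibition of the agonist-driven luminescence signal at 20 µM reaches about 50%, limit read from the data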;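 note: cells stimulated with CCL20 at 14 nM final; plate controls were DMSO with CCL20 for no effect and DMSO without agonist for full effect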
Target sequence (P51684 whole entry, looked up): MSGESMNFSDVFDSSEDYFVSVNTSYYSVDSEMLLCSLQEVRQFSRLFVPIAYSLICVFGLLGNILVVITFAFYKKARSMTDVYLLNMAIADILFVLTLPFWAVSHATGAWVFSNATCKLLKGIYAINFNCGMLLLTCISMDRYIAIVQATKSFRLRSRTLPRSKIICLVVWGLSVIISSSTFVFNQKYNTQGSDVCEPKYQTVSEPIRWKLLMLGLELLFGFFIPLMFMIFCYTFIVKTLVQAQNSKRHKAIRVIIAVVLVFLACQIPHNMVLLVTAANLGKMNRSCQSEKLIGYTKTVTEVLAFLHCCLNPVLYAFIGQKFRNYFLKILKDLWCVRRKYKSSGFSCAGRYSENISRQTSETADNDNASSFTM
Numbers without * were called inactive; / = no result given.

The line under a structure holds: Gli-Sufu antag, CHOP UPR activ, EBI2 antag, UPR XBP1 act, Mdm2 MdmX PPI, Jurkat NFkB inh, CXCR6 inh, 697 NFkB inh, CCR6 antag
C=CCn1c(O)c(N=NC(=S)Nc2ccc(OC)cc2)c2ccccc21
  7, /, -8, /, /, /, 14, /, 37
COc1ccc(C(=O)N2CCN(S(=O)(=O)N3CCOCC3)CC2)cc1OC
  1, -0.6, 0, -1, 11, 0, -1, 18, 11
COc1ccc(C(=O)/C=C/c2ccc(OC)c(COc3ccccc3F)c2)cc1
  2, 0.1, 13, 0, 25, -10, -4, 8, 21
NC(=O)c1ccccc1N1CCCCC1
  7, 1.3, -25, -3, 25, -6, 0, -8, 2
Cc1ccc(S(=O)(=O)Nc2nccs2)cc1[N+](=O)[O-]
  6, -1.6, -8, -2, 3, 5, 11, 15, -13
Cc1ccc(C)c(NC(=O)c2cc3ccccn3n2)c1
  -90, 4.3, -5, 5, -107, -106, -3, -60, 6
O=C(CSc1cccc[n+]1[O-])NCC1CCCCC1
  -10, 0.2, -5, 1, 16, -19, 0, 3, 5
O=C(NC(=S)NCc1ccncc1)c1ccccc1
  -33, -0.8, 4, -4, 11, 9, -3, 4, -2
CN1C2CCC1CC(NS(=O)(=O)c1ccc(C#N)cc1)C2 (configuration not stated)
  0, 2.4, 6, 1, 18, 11, 7, -6, 8
COC(=O)C1=C(C)NC(C)=C(C(=O)OCC(C)C)C1c1ccccc1[N+](=O)[O-] (configuration not stated)
  6, 40, 19, -5, 72*, 12, -14, 15, -5
CCOc1ccc(S(=O)(=O)NCCCn2ccnc2)cc1NC(C)=O
  6, -0.4, 7, -3, 3, 2, -5, -9, 8
O=C(NCc1ccc2c(c1)CCO2)Nc1cccc(C(F)(F)F)c1
  5, 3.1, 1, -3, 15, -20, 4, -19, 6
C=CCn1cnc2sc(C(=O)Nc3ccccc3OC)c(C)c2c1=O
  2, -1.1, -9, 0, -10, -22, 3, -28, 7
COc1ccccc1N1CCN(/N=C/c2ccc(OC)c(OC)c2OC)CC1
  21, 0.2, 9, 2, -20, 1, 11, 10, 4
CCOC(=O)Cc1nnc(Nc2ccc(C(=O)NC)cc2)c2ccccc12
  -1, 3.7, 7, -2, 36, -3, -9, 11, 1
CSc1ccccc1NS(=O)(=O)c1cccc2nonc12
  14, 2.2, 2, -4, 4, -3, 6, 7, 24
CCOC(=O)c1ccc(N=C2SC(C(=O)Nc3ccc(C(=O)O)cc3)CC(=O)N2Cc2cccs2)cc1 (configuration not stated)
  5, -0.3, -5, -3, 8, -17, -4, 13, 6
CC(C)c1cc(NC(=O)CSc2nnc(-c3ccccc3F)n2C)on1
  -2, -0.1, -3, 0, 0, -2, -8, 14, 2
CCCOc1cc(CC(=O)NCc2ccco2)ccc1OC
  5, -0.2, -16, -1, 6, -8, 3, -8, 16
COCCN(C(=O)c1ccc(-c2ccc(Cl)cc2)o1)c1c(N)n(Cc2ccccc2)c(=O)[nH]c1=O
  1, 0.3, 5, 0, 21, -14, 6, -11, 11
Cc1cc(-c2nnc(SCC(=O)Nc3nccs3)o2)no1
  1, 0.9, 5, -2, 2, 3, -8, -16, 7
COc1cccc(CNn2cnnc2)c1OCc1ccc(F)cc1
  1, -0.6, -6, 0, 3, 1, -6, 12, -3
CCCCCC/C(C)=C1/SC(=S)NC1=O
  -9, -1.2, 13, -4, 22, 1, 22, 20, 28
C/C(=N\Nc1ccc([N+](=O)[O-])cc1)c1ccc(O)cc1
  25, 1.3, 36, 0, -23, -26, 3, -28, 32
Cc1ccc(CC2C(=O)N(c3ccc(F)cc3)C(=O)C2C)cc1 (configuration not stated)
  -13, 0.7, -7, -1, 2, 12, 4, -3, 6
O=C(CSc1nnc(-c2cccnc2)n1C1CCCCC1)NC1CCCC1
  -8, 0.9, 0, -3, -33, 4, -2, 8, -22
CC1CCC(NC(=O)C(=O)Nc2ccc3c(c2)OCO3)CC1 (configuration not stated)
  -102, 4.1, 9, -4, -43, -115, 2, -114, 16
Cc1cc(C)nc(-n2nc(C)c(C3(O)C(=O)Nc4ccccc43)c2N)n1 (configuration not stated)
  0, -1.9, -4, 0, 21, 11, 1, 6, -8
c1cc2c(cc1-n1cnnn1)OCO2
  11, 0.4, -5, 0, 5, -1, 0, 7, -1
Nn1c(SCC(=O)NCC2CCCO2)nnc1-c1ccc(OC(F)F)cc1 (configuration not stated)
  -34, 12, 1, 3, -23, -25, -4, -22, -1
O=C1CCC2(C(=O)O)Sc3ccccc3N12 (configuration not stated)
  3, -2.4, 2, 0, -11, -24, -6, -5, -3
NC(=O)CSc1nnc(-c2ccc(S(=O)(=O)N3CCCC3)cc2)o1
  -1, -0.4, 2, 1, 13, 15, -1, 8, 4
CCOC(=O)CC(NC(=O)CCc1c(C)nc2ncnn2c1C)c1ccc(C)cc1 (configuration not stated)
  1, -1.0, -6, -2, -11, 16, -2, 3, -9
CCNC(=O)n1cc(-n2cncn2)c(-c2ccccc2)n1
  11, -0.4, 0, -3, -7, 19, -4, -6, 7
CC(=O)N(C1CC(C)C(C#N)(C#N)C1(C#N)C#N)N(C)C (configuration not stated)
  1, 72*, -9, -7, 15, -4, 34, 18, 78*
CCOc1ccc(C(=O)CC(C(=O)O)N2CCCCC2)cc1 (configuration not stated)
  -1, 12, -7, -6, 9, 4, 4, -12, 3
CN(C(=O)c1cccc(Nc2ccc(-c3ccc4c(c3)OCCO4)nn2)c1)C1CCCCC1
  19, 0.7, 42*, 0, 40, -82, -1, -115, 0
CCC(C)NS(=O)(=O)c1ccc(NS(=O)(=O)c2ccc(F)cc2)cc1 (configuration not stated)
  0, -1.8, -9, -1, 2, 0, -6, 16, -10
COc1ccccc1CNc1cc(CSc2ccc(Cl)cc2)nc(C)n1
  13, 1.1, 49*, -2, 30, 2, 14, -20, -1
CC(=O)c1cccc(NC(=O)CNC(=O)c2sc3ccccc3c2Cl)c1
  -7, 3.5, 5, -2, 76*, 1, 3, 4, -11
Cc1cc(C)n(-c2nc3ccccc3nc2N2CCN(S(=O)(=O)c3ccc4ccccc4c3)CC2)n1
  19, 1.8, 13, 3, 42, -10, 18, 8, 17
CN(C)CCn1c2c(c(SCC(=O)NCc3ccccc3)nc1=O)CCC2
  0, 0.0, -1, 0, 4, 0, -5, -14, 8
Cc1cccc(C(C)(C)C)c1OCCCCN1CCCC1
  3, 1.4, 4, -2, 10, -1, -11, -13, -16
CCOC(=O)CSc1nccc(N(C)C)c1C#N
  -1, 1.2, -3, -1, 13, 11, 1, 8, -12
CCN(CCCNC(=O)CCC(=O)N1CCOc2ccccc21)Cc1ccccc1
  -2, -1.5, 3, -4, -2, -1, 0, -8, 8
Nc1cccc(-n2nnnc2CN2CCOCC2)c1
  2, -1.8, 1, -3, 4, -10, -1, 17, 2
CCn1cc(CN2CCC(n3nccc3NC(=O)c3ccccc3C)CC2)c(C)n1
  9, 1.3, -4, -3, 9, 17, -1, -15, -10
CC(C)Cn1c(N)c(C(=O)COC(=O)CCc2nc3ccccc3s2)c(=O)n(C)c1=O
  -15, 3.3, 3, -2, 0, 26, 3, -53, 2
NC(=O)c1ccc(NC(=O)COC(=O)c2ccc3ccccc3n2)cc1
  8, 2.3, 1, -1, -15, 15, -4, 8, -2
CCCCN(CCO)c1ncnc2sc(-c3ccccc3)cc12
  -4, 0.1, 42, -1, 16, -10, -11, -15, 21
N#Cc1cnc(Oc2ccc(Cl)cc2)nc1N
  -17, 1.7, 47*, 1, 4, -39, 1, -21, 1
Cc1nc2c3cc(F)ccc3n(Cc3ccccc3)c2s1
  -4, -2.8, 10, 21, 53*, 36, 4, -40, 6
COCc1nc2ccccc2n1CCOc1ccccc1OC
  2, 0.3, -10, 1, 3, -22, -2, -8, -4
O=C1CNC(=S)N1Cc1cccc(Cl)c1
  -24, -1.1, 1, 2, -1, -29, 6, -24, 1
CC(C)CN1CC(COCc2ccccc2)Oc2ccccc2S1(=O)=O (configuration not stated)
  -35, 2.7, 11, 3, -7, /, 6, -9, 30
C#CCOCCOCCOCCNc1nc(N2CCN(C(=O)C([C@@H](C)O)n3cc([C@@H](N)CCCCN)nn3)CC2)nc(N2CCN(C(=O)[C@H](CCCCN)n3cc(CN)nn3)CC2)n1 (some centres not stated)
  -13, -1.1, -18, 1, 16, -1, -3, 4, -13
CC(C)c1nnc(NC(=O)CCC(=O)N2CCN(c3ccc(Cl)cc3)CC2)s1
  -1, 2.0, -3, 0, 3, 9, 0, -14, -2
COc1ccc(N(C(=O)Cc2cccs2)C(C(=O)NC2CCCC2)c2ccncc2)cc1OC (configuration not stated)
  -6, -0.9, 4, 6, 17, 7, -1, -4, -6
Cc1ccc(C(=O)C(C)OC(=O)c2nc(Cl)ccc2Cl)cc1 (configuration not stated)
  -13, 0.0, -10, -3, 9, -13, 3, 6, -5
Cc1ccccc1-c1nn(-c2ccc(F)cc2F)cc1CNCCN(C)C
  11, 0.0, -7, 0, 13, 0, 2, 10, 2

(next part)
The line under a structure holds: Gli-Sufu antag, CHOP UPR activ, EBI2 antag, UPR XBP1 act, Mdm2 MdmX PPI, Jurkat NFkB inh, CXCR6 inh, 697 NFkB inh, CCR6 antag
O=C1c2ccccc2C(=O)N1CCSc1ccccc1
  -110, 4.4, 4, 6, -14, -50, 4, -145, 28
Cc1ccc2c(c1)[nH]c1c(=O)n(CCN3CCNCC3)cnc12
  35, /, 7, /, /, /, 11, /, 13
CCO/C=C1/C(=O)N(C)C(=O)c2cc(OC)ccc21
  2, 3.0, -6, -3, 21, -2, -15, 1, 2
Cn1c(=O)c2c(=O)cc(NNC(=O)C(C)(C)C)[nH]c2n(C)c1=O
  -6, 1.8, -4, -3, 6, 2, -1, 15, 5
Cc1ccc2[nH]cc(CCNC(=O)C3CCCO3)c2c1 (configuration not stated)
  -5, 0.9, -4, -5, 13, -6, 6, 3, -7
COCc1c(C(=O)N/N=C\c2ccccn2)nnn1-c1nonc1N
  -2, 2.0, 4, -5, 9, -8, 5, 4, 2
C/C(CC(=O)Nc1ccc(Cl)cn1)=N\NC(=O)Cc1cccs1
  -4, 1.0, 5, 0, 8, 6, 6, 27, 3
CC(C)[C@H](NC(=O)OCc1ccccc1)C(=O)OCC(=O)Nc1ccc(N2CCOCC2)cc1
  -7, 1.7, -7, -3, 22, 6, 2, 19, 2
CCN(CC)S(=O)(=O)c1cc(NC(=O)Cc2ccc(S(=O)(=O)N3CCOCC3)s2)ccc1Cl
  10, /, -7, /, /, /, -16, /, 9
CCNc1nc(NCC)nc(SCCOC(=O)COc2ccc(Cl)cc2Cl)n1
  -3, 0.3, 0, 3, 12, -2, -5, 26, 15
O=C(COn1nnc2ccc(Cl)cc21)Nc1ccc(F)cc1
  3, 0.8, 7, -2, 4, -16, 15, -18, 10
O=C1NCCCc2c1oc1ccc(O)cc21
  -13, -0.8, 0, -1, -2, -4, -6, -27, -1
COCCOC(=O)c1c(C)n(C)c2ccc(OC(=O)N3CCOCC3)cc12
  -10, -1.8, 2, 0, 31, 3, 3, 6, 0
CCOc1ccc(NC(=O)CN(c2ccc([N+](=O)[O-])cc2)S(=O)(=O)c2ccccc2)cc1
  -7, -2.3, 0, -3, 34, 23, 10, -16, 12

A second format for two compounds above.
Compound | Gli-Sufu antag | CHOP UPR activ | EBI2 antag | UPR XBP1 act | Mdm2 MdmX PPI | Jurkat NFkB inh | CXCR6 inh | 697 NFkB inh | CCR6 antag
CCO/C=C1/C(=O)N(C)C(=O)c2cc(OC)ccc21 | 2 | 3.0 | -6 | -3 | 21 | -2 | -15 | 1 | 2
C/C(CC(=O)Nc1ccc(Cl)cn1)=N\NC(=O)Cc1cccs1 | -4 | 1.0 | 5 | 0 | 8 | 6 | 6 | 27 | 3

Outcome played no part in choosing rows; 5% or so of the library scored in one or more.
